influenza NS1A – NS1A inhibition, H1N1 influenza, cell based functional assay (AID 504329); 0.3% of 340,000 active; one-dose inhibition, % at 12.5 µM; IC50 in µM for titrated hits; NS1A functional cell-based assay, percent inhibition; higher % means a stronger effect; in the data active means a potency from the dose series; inconclusive means inhibition above about 27% without an active follow-up result; further: strong numbers were not always called active
tuberculosis growth – growth inhibition of non-replicating M. tuberculosis (AID 488890). one-dose inhibition, % at 25 µM; IC50 in µM for titrated hits. Mycobacterium tuberculosis non-replicating, growth inhibition; higher % means a stronger effect. 0.39% of 320,000 active; in the data active means a potency from the dose series; inconclusive means inhibition mostly from about 82% at the one dose, without a potency; inactive means the rest, 99 in 100 with inhibition below about 76%;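 further: plate controls were DMSO cells for no effect and high antibiotic wells for full effect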
H37Rv inhibition – M. tuberculosis growth inhibition, HTS (AID 449762) | M. tuberculosis H37Rv growth inhibition, 7H9 media; higher % means a stronger effect | one-dose inhibition, % at 25 µM; IC50 in µM for titrated hits | 0.59% of 330,000 active; in the data active means a potency from the dose series; inconclusive means inhibition above about 70% without an active follow-up result;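 further: bacterial growth assessed after seven days of incubation; strong numbers were not always called active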
PhoP GFP inhibition – Inhibition of PhoP regulon, Salmonella typhi GFP reporter cells, confirmation, 4 h (AID 1850); 0.33% of 310,000 active; Salmonella Typhi PhoP-promoter GFP reporter, fluorescence, 4 h; higher % means a stronger effect; inhibition, % at 50 µM; hits with a dose series show IC50 in µM; in the data active means a potency from the dose series; inconclusive means inhibition mostly from about 25% at the one dose, without a potency; inactive means the rest, 99 in 100 with inhibition below about 19%;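 further: 0% = induced wells with vehicle and 100% = uninduced wells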
inhibitors of VEEV – inhibitors of VEEV TC-83 cytopathic effect, confirmation, Vero cells (AID 588727); Vero cells, VEEV TC-83 cytopathic effect inhibition; higher % means a stronger effect; inhibition, % at 20 µM, or IC50 in µM where a hit was titrated; 0.13% of 350,000 active; in the data active means a potency from the dose series; inconclusive means inhibition mostly from about 14% at the one dose, without a potency; inactive means the rest, 99 in 100 with inhibition below about 12%; further: strong numbers were not always called active
inhibitors of VEEV 10K pilot screen – further read-out of inhibitors of VEEV, marked with its call; inhibition, %; measured here: 10K pilot screen inhibition
* marks the source's active call; other numbers are inactive results; i = inactive; ? = inconclusive; nt = not tested or not shown. Random draw from the library; 1.5% or so of the library scored in one or more.

SMILES	influenza NS1A	tuberculosis growth	H37Rv inhibition	PhoP GFP inhibition	inhibitors of VEEV	others
Cc1ccc(C(=O)NCC(c2ccco2)N2CCc3ccccc32)cc1 (stereo not drawn)	-9%	13%	13%	-1%	5.1%
CC1CC(C)CN(c2ncc3c(n2)CC(c2ccc(Cl)cc2)CC3=O)C1 (stereo not drawn)	-14%	5%	-6%	-5%	i	inhibitors of VEEV 10K pilot screen=0.4
COc1ccc(CN2CCNC(=O)C2CC(=O)NCCCC2CCCC2)c(C)c1C (stereo not drawn)	-3%	40%	-9%	-5%	1.9%
CC(=O)N(C)c1ccc(NC(=O)c2ccccc2C(=O)O)cc1	-2%	-6%	49%	5%	i
CC(C)[C@H](NC(=O)c1ccccc1F)C(=O)OCCN1C(=O)c2ccccc2C1=O	1%	-10%	-4%	nt	0.3%
COc1cc2sc3ccc(-c4ccc(CN5CCOCC5)cc4)cc3c(=O)c2cc1OC	-3%	73%	?	nt	7.6%
CC(=O)Nc1cccc(OCc2cccc([N+](=O)[O-])c2)c1	-22%	nt	nt	nt	2.6%
CC(C)CNC(=O)c1ccccc1NC(=O)CCSc1ccccc1	-9%	8%	0%	3%	0.3%
COC(=O)C1=C(N)Oc2cc(C)[nH]c(=O)c2C1c1ccccc1OC (stereo not drawn)	7%	0%	-2%	1%	1.5%
CCN1CCN(CCOc2ccccc2-c2ccccc2)CC1	-2%	3%	2%	5%	i
CCN(CC(=O)Nc1cc(S(=O)(=O)N2CCCCC2)ccc1Cl)Cc1ccccc1	-19%	15%	7%	-1%	2.9%
CN1CCCC(OC(=O)c2ccccc2Br)C1 (stereo not drawn)	-15%	nt	5%	-2%	0.3%
COc1cc(CC(=O)Nc2ccc(N3CCOCC3)cc2)cc(OC)c1OC	0%	-9%	0%	1%	0.8%
O=C(N/N=C/c1cccnc1)c1cc(-c2ccc(Br)cc2)nc2ccccc12	4%	24%	-9%	-1%	1.7%
O=C(COc1ccc(Oc2ccccc2)cc1)NCc1cn2ccccc2n1	9%	?	0%	5%	2.4%
Cc1nn(CC2CC2)c(=O)n1-c1cccc(Cl)c1	0%	-16%	4%	-23%	0.3%
CCC(C)/C=C(C)/C=C/C1=CC2=C(Cl)C(=O)C(C)(OC(C)=O)C(=O)C2=CO1 (stereo not drawn)	19%	-2%	-1%	4%	0.9%
CCc1cccc(CC)c1NC(=O)C1SC(=Nc2ccccc2C)C(c2nc3ccccc3s2)=C1N (stereo not drawn)	-2%	3%	0%	0%	4.2%
Nc1ccn(C2OC(COP(=O)(O)O)C(O)C2O)c(=O)n1 (stereo not drawn)	-2%	nt	nt	nt	1.8%
CCC(C)n1c(SCC(=O)Nc2cc(C(C)(C)C)nn2-c2ccccc2)nc2ccccc2c1=O (stereo not drawn)	7%	-2%	5%	-5%	4.8%
COc1cc(/C=C2\C(=O)N(C)C(=S)N2C)ccc1O	-6%	2%	4%	-13%	1.7%
Cn1c(=O)c2c(ncn2CC(=O)OCC(=O)Nc2ccc(F)cc2Cl)n(C)c1=O	-1%	6%	-1%	nt	2.8%
CCCNC(=O)COC(=O)c1cc2c(=O)n3ccccc3nc2s1	-1%	i	4%	-4%	0.8%
O=C(COC(=O)C1=Cc2ccccc2OC1)NCc1ccco1	9%	26%	-2%	-2%	2.1%
O=C(/C=C/c1ccccn1)c1ccc(Br)cc1O	0%	78%	50%	8%	7.7%
COC(=O)Cc1nc(NC(=O)c2cccs2)sc1C	-18%	9%	3%	-4%	0.9%
COc1ccc(OC)c(S(=O)(=O)Nc2ccc(-c3ccc4nncn4n3)cc2)c1	-5%	6%	4%	10%	7.8%
O=C1CC(=O)N(CCc2ccccc2)C(=O)N1CCc1ccccc1	-4%	22%	7%	14%	0.4%
CCc1nn(CCCC(=O)N2CCc3ccccc3C2)c(=O)c2cc3occc3n12	10%	17%	0%	-3%	7.7%
CCOc1ccc(S(=O)(=O)N2CCC(C(=O)NCc3ccncc3)CC2)cc1Cl	-3%	0%	-2%	-7%	0.2%
CC(C)(C)n1nnnc1CN1CCC(NC(=O)NC2CCCCC2)CC1	22%	1%	0%	3%	2.2%
NNC(=O)c1ccc(COc2cccc3ccccc23)o1	-3%	-13%	-1%	-13%	5.5%
O=C(c1ccc(CSc2ccc(Cl)cc2)cc1)N1CCCC1	-12%	?	-6%	-7%	0.2%
CC(C)CCNC(=O)CCc1nnc(Cc2c[nH]c3ccccc23)o1	1%	8%	2%	-4%	0.1%	inhibitors of VEEV 10K pilot screen=1.1
COc1ccc(CN2CCOCCOCCOCCOCCOCC2)cc1	-14%	-3%	2%	0%	0.5%
Cc1ccc(O)c(NC(=O)C2CC(c3ccc(F)cc3)=NO2)c1 (stereo not drawn)	-3%	19%	17%	-11%	1.6%
OC(CNC1CCCc2ccccc21)COc1c(Cl)cccc1Cl (stereo not drawn)	-10%	54%	11%	-4%	0.0%
CC(C)[C@@H]1C=C(C(=O)O)O[C@H](OCCCCO)C1	1%	24%	-6%	0%	0.4%
CC/C(O)=C1\C(=O)CC(c2ccccc2)CC1=NCCC(=O)O (stereo not drawn)	0%	-2%	1%	-4%	0.8%
CCOc1cc(NC(=O)Nc2ccc(F)cc2)c(OCC)cc1NC(=O)CC	-13%	-15%	1%	-2%	0.9%
Cc1ccc(SC(C)C(=O)Nc2ncn[nH]2)cc1 (stereo not drawn)	-7%	23%	0%	-9%	0.7%
Cc1ccccc1Nc1ccc([N+](=O)[O-])cn1	-14%	-3%	-7%	-8%	i
Cc1ccc2[nH]c3c(c2c1)CN(C(=O)CN1CCN(C(=O)c2ccco2)CC1)CC3	nt	14%	4%	-4%	nt
COC(=O)C1=C(C)N(CC(C)C)C(=O)C1	-6%	-2%	5%	-4%	1.2%
COCCn1c(SCC(=O)N2CCCC2)nc2c([nH]c3ccccc32)c1=O	-9%	3%	-4%	-4%	7.9%
CCOC(=O)/C(=N\Nc1ccccc1[N+](=O)[O-])c1csc(N)n1	17%	-3%	0%	-1%	5.6%
Cn1c(=O)c2c(nc(NCCc3ccccc3)n2Cc2ccccc2)n(C)c1=O	2%	12%	-8%	-1%	1.0%
COc1ccc([N+](=O)[O-])cc1NC(=O)COC(=O)Cc1cc(OC)c(OC)c(OC)c1	-13%	22%	0%	-4%	2.9%
CC(=O)c1sc(N/N=C\c2c(O)ccc3ccccc23)nc1C	4%	11%	68%	-1%	7.1%
COc1cnc(-c2cccc(C(F)(F)F)c2)nc1OC	2%	2%	1%	-3%	1.0%

Sorted by length of the SMILES (lowest first): part of the list above.
SMILES	influenza NS1A	tuberculosis growth	H37Rv inhibition	PhoP GFP inhibition	inhibitors of VEEV	others
COc1cnc(-c2cccc(C(F)(F)F)c2)nc1OC	2%	2%	1%	-3%	1.0%
CC(=O)c1sc(N/N=C\c2c(O)ccc3ccccc23)nc1C	4%	11%	68%	-1%	7.1%
Cc1ccc2[nH]c3c(c2c1)CN(C(=O)CN1CCN(C(=O)c2ccco2)CC1)CC3	nt	14%	4%	-4%	nt

An excerpt taken from the entries so far:
SMILES	influenza NS1A	tuberculosis growth	H37Rv inhibition	PhoP GFP inhibition	inhibitors of VEEV	others
NNC(=O)c1ccc(COc2cccc3ccccc23)o1	-3%	-13%	-1%	-13%	5.5%
O=C(c1ccc(CSc2ccc(Cl)cc2)cc1)N1CCCC1	-12%	?	-6%	-7%	0.2%
CC(C)CCNC(=O)CCc1nnc(Cc2c[nH]c3ccccc23)o1	1%	8%	2%	-4%	0.1%	inhibitors of VEEV 10K pilot screen=1.1
COc1ccc(CN2CCOCCOCCOCCOCCOCC2)cc1	-14%	-3%	2%	0%	0.5%
Cc1ccc(O)c(NC(=O)C2CC(c3ccc(F)cc3)=NO2)c1 (stereo not drawn)	-3%	19%	17%	-11%	1.6%
OC(CNC1CCCc2ccccc21)COc1c(Cl)cccc1Cl (stereo not drawn)	-10%	54%	11%	-4%	0.0%
CC(C)[C@@H]1C=C(C(=O)O)O[C@H](OCCCCO)C1	1%	24%	-6%	0%	0.4%
CC/C(O)=C1\C(=O)CC(c2ccccc2)CC1=NCCC(=O)O (stereo not drawn)	0%	-2%	1%	-4%	0.8%
CCOc1cc(NC(=O)Nc2ccc(F)cc2)c(OCC)cc1NC(=O)CC	-13%	-15%	1%	-2%	0.9%
Cc1ccc(SC(C)C(=O)Nc2ncn[nH]2)cc1 (stereo not drawn)	-7%	23%	0%	-9%	0.7%
Cc1ccccc1Nc1ccc([N+](=O)[O-])cn1	-14%	-3%	-7%	-8%	i
Cc1ccc2[nH]c3c(c2c1)CN(C(=O)CN1CCN(C(=O)c2ccco2)CC1)CC3	nt	14%	4%	-4%	nt
COC(=O)C1=C(C)N(CC(C)C)C(=O)C1	-6%	-2%	5%	-4%	1.2%
COCCn1c(SCC(=O)N2CCCC2)nc2c([nH]c3ccccc32)c1=O	-9%	3%	-4%	-4%	7.9%
CCOC(=O)/C(=N\Nc1ccccc1[N+](=O)[O-])c1csc(N)n1	17%	-3%	0%	-1%	5.6%
Cn1c(=O)c2c(nc(NCCc3ccccc3)n2Cc2ccccc2)n(C)c1=O	2%	12%	-8%	-1%	1.0%
COc1ccc([N+](=O)[O-])cc1NC(=O)COC(=O)Cc1cc(OC)c(OC)c(OC)c1	-13%	22%	0%	-4%	2.9%
CC(=O)c1sc(N/N=C\c2c(O)ccc3ccccc23)nc1C	4%	11%	68%	-1%	7.1%
COc1cnc(-c2cccc(C(F)(F)F)c2)nc1OC	2%	2%	1%	-3%	1.0%

Continued:
SMILES	influenza NS1A	tuberculosis growth	H37Rv inhibition	PhoP GFP inhibition	inhibitors of VEEV	others
CCCC(=O)Nc1cc(C)c(NC(=O)c2ccccn2)cn1	-7%	-17%	-7%	-1%	2.4%
CC(NC(=O)Cc1cccs1)C(c1cccs1)N1CCN(c2ccccc2F)CC1 (stereo not drawn)	30%	nt	nt	-1%	i
Cc1cc(NS(=O)(=O)c2ccccc2)c(C)c(Cl)c1O	-6%	25%	-10%	2%	i
CCNC(=O)COC(=O)/C=C/c1cccs1	-10%	6%	6%	-2%	0.0%
COc1ccc(OCC(=O)Nc2nc3c(s2)CCCC3)cc1	2%	?	?	-2%	5.9%
c1csc(-c2nnc(N3CCOCC3)c3ccccc23)c1	-24%	63%	49%	1%	5.7%
COc1ccc(C(=O)NNC(=O)c2ccccc2[N+](=O)[O-])cc1	-4%	-9%	-1%	-6%	0.7%
O=C(c1cccc(C(F)(F)F)c1)C1CCCN(C(=O)CCn2cnnn2)C1 (stereo not drawn)	-11%	-13%	3%	-4%	i
Cc1oc2ccc(OC(=O)N(C)C)cc2c1C(=O)OC(C)C	-22%	25%	4%	7%	i
Cc1ccc(-n2c(C)cc(C(=O)NS(=O)(=O)c3ccc(C)cc3)c2C)cc1	1%	23%	-6%	-7%	i
Cc1cc(C)nc(N2CCCC(C(=O)NCCc3cccc(F)c3)C2)n1 (stereo not drawn)	-1%	-9%	0%	2%	2.9%
O=C(NCC1CCCO1)C(=O)N/N=C/c1c(F)cccc1Cl (stereo not drawn)	-14%	-27%	6%	7%	2.5%
COc1ccc(-c2cc(C3CCN(Cc4cccc(C(F)(F)F)c4)CC3)[nH]n2)cc1	3%	?	11µM*	27%	0.2%
CCOC(=O)CNC(=O)N1c2ccccc2Sc2ccccc21	-1%	4.8µM*	?	-18%	0.1%
CCn1c(NCc2cc(Br)ccc2NS(=O)(=O)c2ccc(C)cc2)nc2ccccc21	0%	25%	10%	11%	0.1%
CCOC(=O)COc1ccccc1-c1ccno1	-3%	68%	1%	4%	i
O=C(Nc1ccccc1C(=O)N/N=C/c1ccco1)c1ccc(F)cc1	-1%	79%	8%	-6%	6.7%
CCC(C(=O)N1CCN(S(=O)(=O)c2ccc(F)cc2)CC1)c1ccccc1 (stereo not drawn)	8%	-5%	-2%	nt	6.2%
COc1ccc(Cc2nc3ccc(C(=O)N4CCCC4)cc3o2)cc1	1%	25%	0%	-2%	0.3%

Compound activity (PubChem BioAssay)
